aSyn yeast inh: rescues yeast growth from alpha-synuclein toxicity | Yeast expressing alpha-synuclein, growth rescue, BacTiter-Glo, 24 h | Potency, µM (series often up to 46.1 µM), for the others: at the top dose growth rescue (activation), hits mostly activators | 370,000 tested, 0.14% active | AID 652106; note: potency is the fitted concentration of half-maximal effect; % of control where 0% means no effect; nearly all actives have a fitted effect of over 65% in size
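Rescue of yeast growth: cells expressing toxic alpha-synuclein, induced in galactose at OD600 0.02, incubated with compound 24 h at 30 C. ATP luminescence quantified growth; inhibitors of toxicity appear as activators.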
IL2 activator: activates IL-2 in a cell-based reporter assay | AID 652025 | IL-2 activation reporter assay, cell-based qHTS; stimulated with anti-CD3/CD4/CD28 beads; in transgenic mouse T cells | 360,000 tested, 0.065% active | activation, % (series mostly up to about 46 µM); in the data active = activation above about 50%; inconclusive = mostly about 30% to 49%; note: 0% is about no effect
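First, unstimulated transgenic mouse T cells were exposed to compound for 60 min. Next, anti-CD3/anti-CD4-coated beads with anti-CD28 were added. Finally, after 18 h at 37 degrees C, EGFP and DsRed were imaged.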
WRN inhibitor: blocks human WRN helicase; Q14191; WRN helicase unwinding, fluorescent forked duplex, kinetic; Potency, µM (top dose mostly 114 µM), for the others: at the top dose activity change, negative = inhibition, most hits filed as inhibitors; 360,000 tested, 0.46% active; note: potency is the fitted concentration of half-maximal effect; % is set by controls: 0 for no effect and ±100 for the full control effect; nearly all actives have a fitted effect of over 55% in size
Target sequence (Q14191 whole entry, looked up): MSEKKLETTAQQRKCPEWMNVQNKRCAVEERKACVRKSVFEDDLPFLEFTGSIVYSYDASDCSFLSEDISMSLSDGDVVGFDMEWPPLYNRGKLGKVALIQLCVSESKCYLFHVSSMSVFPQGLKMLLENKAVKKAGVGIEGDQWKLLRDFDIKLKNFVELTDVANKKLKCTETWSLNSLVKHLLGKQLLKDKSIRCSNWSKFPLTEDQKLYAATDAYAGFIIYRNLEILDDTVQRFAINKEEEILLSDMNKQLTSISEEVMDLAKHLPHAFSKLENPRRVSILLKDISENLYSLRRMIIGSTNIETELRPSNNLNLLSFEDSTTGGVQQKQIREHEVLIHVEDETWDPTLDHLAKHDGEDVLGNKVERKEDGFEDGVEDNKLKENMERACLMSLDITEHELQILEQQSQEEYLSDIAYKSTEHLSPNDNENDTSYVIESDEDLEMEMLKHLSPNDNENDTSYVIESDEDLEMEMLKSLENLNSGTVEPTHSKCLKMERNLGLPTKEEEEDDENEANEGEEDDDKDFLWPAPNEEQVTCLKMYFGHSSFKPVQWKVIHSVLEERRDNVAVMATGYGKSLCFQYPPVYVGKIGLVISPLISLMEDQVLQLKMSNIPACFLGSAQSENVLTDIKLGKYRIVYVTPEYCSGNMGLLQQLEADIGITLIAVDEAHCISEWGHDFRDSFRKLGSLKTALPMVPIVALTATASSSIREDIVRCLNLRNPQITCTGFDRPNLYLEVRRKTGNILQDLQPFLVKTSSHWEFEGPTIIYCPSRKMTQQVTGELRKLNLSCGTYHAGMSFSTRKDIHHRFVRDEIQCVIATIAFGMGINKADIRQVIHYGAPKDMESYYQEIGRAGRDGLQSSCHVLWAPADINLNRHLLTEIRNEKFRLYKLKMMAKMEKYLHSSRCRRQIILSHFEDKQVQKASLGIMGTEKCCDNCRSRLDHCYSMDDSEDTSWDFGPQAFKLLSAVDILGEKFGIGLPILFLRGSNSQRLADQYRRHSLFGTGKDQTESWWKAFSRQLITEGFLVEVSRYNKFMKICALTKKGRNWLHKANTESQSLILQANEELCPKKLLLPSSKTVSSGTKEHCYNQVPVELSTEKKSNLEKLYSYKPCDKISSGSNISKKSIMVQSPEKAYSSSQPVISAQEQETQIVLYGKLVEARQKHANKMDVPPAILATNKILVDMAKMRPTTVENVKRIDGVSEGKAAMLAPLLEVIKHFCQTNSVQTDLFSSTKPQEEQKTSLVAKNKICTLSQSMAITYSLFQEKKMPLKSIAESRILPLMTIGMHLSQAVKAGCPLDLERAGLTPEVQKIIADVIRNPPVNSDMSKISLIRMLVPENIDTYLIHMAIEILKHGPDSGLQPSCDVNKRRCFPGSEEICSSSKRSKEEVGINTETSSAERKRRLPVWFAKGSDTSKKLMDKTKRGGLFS
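Screening of the MLSMR collection measured strand separation of a quenched forked DNA duplex (100 nM) by 20 nM WRN with 2 mM ATP, all final. Compounds were preincubated with enzyme 15 min at room temperature.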
EPAC1 agonist: EPAC1 (human) agonism | 360,000 tested, 0.073% active | EPAC1 agonist qHTS, biochemical assay; response scale: 100% = response to 6.5 mM cAMP | Potency, µM (titrated, usually from 154 µM), for inactives: at the top dose activation, usual class: activators | O95398; note: potency is the fitted concentration of half-maximal effect; nearly all actives have a fitted effect of over 60% in size
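Multi-concentration qHTS readout: loss of Rap1B-bound BODIPY-GDP fluorescence driven by 100 nM EPAC1 with excess GDP (50 uM), monitored kinetically at room temperature; agonist response expressed relative to 6.5 mM cAMP.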
Abeta rescue: restores growth of yeast expressing A-beta42 peptide; yeast expressing A-beta42, growth rescue, OD600, 48 h; response scale: 0% DMSO, 100% iron-clioquinol control; Potency, µM (top dose mostly 46.1 µM), without a hit: at the highest dose growth rescue, actives largely listed as activators; 410,000 tested, 0.063% active; AID 1347071; note: potency is the fitted concentration of half-maximal effect; nearly all actives have a fitted effect of over 55% in size
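Yeast growth medium received pinned compounds, then yeast cells expressing toxic A-beta were added; plates incubated at 30 C for 48 hr. Growth read as absorbance at 600 nm, normalized to DMSO and equimolar FeCl3 plus clioquinol controls.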
FUS suppressor: FUS proteinopathy suppression in yeast. AID 1347120. Potency, µM (series often up to 76.6 µM), without a hit: top-dose growth rescue (activation), actives largely listed as activators. 390,000 tested, 0.24% active. S. cerevisiae FUS-expressing, growth rescue, OD600, 24 h;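 note: potency is the fitted concentration of half-maximal effect; plate controls were DMSO vehicle for no effect and reference control for full effect; nearly all actives have a fitted effect of over 55% in size; some results filed as inactive show a strong effect at the top dose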
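S. cerevisiae expressing FUS from galactose induction served as the toxicity model. Growth after 24hr at 30C, read as absorbance at 600 nm, indicates suppression of toxicity; compounds dosed at several concentrations.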
PI5P4Ka inh: blocks human PI5P4K alpha kinase activity; P48426; PI5P4Kalpha enzyme, ADP-Glo luminescence, 60 min; hits give low values; max response, %; 330,000 tested, 1.2% active; AID 652105; active = max response of -50% or lower; inconclusive = between -30% and -50%; inactive = -30% or higher; note: value at the top dose of about 77 µM; % is set by controls: 0 for no effect and ±100 for the full control effect
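Single end-point luminescence (ADP-Glo) quantified ADP from PI5P4Kalpha turnover; ATP 5 microM final, 1 h at RT, 0.1% CHAPS and 0.28 mM EGTA in HEPES pH 7.4.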
EPAC1 antagonist: blocks human EPAC1 exchange factor; EPAC1 GEF assay, Rap1b-BODIPY-GDP exchange fluorescence; Potency, µM (series often up to 115 µM), inactives show top-dose activity change, negative = inhibition, most hits filed as inhibitors; AID 720709; O95398; 360,000 tested, 0.14% active;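 note: potency is the fitted concentration of half-maximal effect; plate controls were vehicle for no effect and positive control for full effect; nearly all actives have a fitted effect of over 50% in size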
PLK1 PBD block: blocks phosphopeptide binding to human PLK1 polo-box domain | Potency, µM, for the others: max response, negative = inhibition, hits mostly inhibitors | 360,000 tested, 2.8% active | Plk1 PBD binding of FITC phosphopeptide, fluorescence polarization | P53350; note: potency is the fitted concentration of half-maximal effect; series mostly up to about 57 µM; % is set by controls: 0 for no effect and ±100 for the full control effect; nearly all actives have a fitted effect of over 65% in size
* = called active by the depositor; ? = inconclusive; nt = no result given; & = joins results of further samples; [ ] = dose if it differs, or a comment. Unless noted, calls come from the whole dose curve; as a rule, active = well fitted curve in the direction sought with a large enough effect; inconclusive = small, poorly fitted or top-dose-only effect, or another doubt; inactive = no such curve, though single readings can be large; an effect the other way counts as inactive or inconclusive. Rows are unselected. About 4.1% of those tested had a hit in this group.

SMILES | aSyn yeast inh | IL2 activator | WRN inhibitor | EPAC1 agonist | Abeta rescue | FUS suppressor | PI5P4Ka inh | EPAC1 antagonist | PLK1 PBD block
Cc1cccc(NC(=O)C2CCN(S(=O)(=O)c3ccc(Cl)cc3)CC2)n1 | -7% | -3.0 | -1% | -2% | 7% | 47% | 5 | 3% | 0%
COc1ccc(NC(=O)CSc2nnc(NC(=O)C3CC3)s2)cc1OC | 4% | -1.3 | -15% | -4% | -8% | nt | -4 | -6% | 6%
NC(=O)c1ccc(=O)n(Cc2ccc(F)c(F)c2)c1 | -4% | -1.9 | 1% | -1% | 1% | -6% | 0 | -3% | 0%
O=C(CN1C(=O)c2ccccc2S1(=O)=O)Nc1cccc(S(=O)(=O)N2CCCCC2)c1 | -1% | 0.5 | -5% | 10% | 1% | nt | -8 | -2% | -10%
Cn1c(=O)n(C)c2cc([N+](=O)[O-])c(N3CCN(C(=O)c4cccc(F)c4)CC3)cc21 | -1% | 4.1 | -15% | -4% | -25% | 8% | 0 | -29% | -5%
O=C(Nc1nnc(S(=O)(=O)N2CCOCC2)s1)c1cccc(Br)c1 | -1% | -1.2 | -4% | -4% | 11%&-11% | 3%&-18% | -5 | 15% | -6%
Cc1ccc(C)c(N2CCN(C(=O)Cc3c(C(=O)O)[nH]c4ccc(Cl)cc34)CC2)c1 | 1% | -2.6 | 1% | -9% | 12% | -9% | 2 | -28% | -27%
CC1CCCC(C)N1CC(O)Cn1c2ccccc2c2ccccc21 (stereo unspecified) | 6% | -0.1 | 7% | 8% | -18% | -13% | 3 | 10% | -3%
CN1CCC(N(CCc2ccccc2)C(=O)CCC(=O)O)CC1 | 2% | 0.1 | 8% | 4% | -5% | 8% | 5 | -14% | 4%
CN(C(=O)COC(=O)c1cc2c(s1)CCCCC2)C1CCS(=O)(=O)C1 (stereo unspecified) | 1% | 0.1 | -15% | 9% | 1% | nt | 3 | -12% | -1%
CN(C)C(=O)CCc1ccc2c3c([nH]c2c1)[C@]1(C)[C@@H](C(=O)N2CCOCC2)C[C@H](CC(=O)NCCC2=CCCCC2)C(=O)N1CC3 | -1% | -0.4 | 0% | -16% | 2% | 26% | 1 | 9% | -4%
COc1ccc(CC2(CO)CCN(Cc3cccnc3)CC2)cc1 | -2% | 2.1 | 1% | 2% | -5% | 1% | 0 | -4% | -3%
CC(=O)OCC1(O)CC23CCC4c5ccoc5CCC4(C)C2CCC1C3 (stereo unspecified) | 13% | 2.4 | -14%[11.6 µM] | -6% | -15% | 2% | -8 | -22% | ?
N#C/C(=C\c1c(N2CCCCC2)nc2ccccn2c1=O)S(=O)(=O)c1ccccc1 | -2% | 0.5 | -17% | 10% | 6% | 28% | 0 | -11% | 0%
CCOC(=O)c1ccccc1NC(=O)C1COc2ccccc2O1 (stereo unspecified) | -11% | -0.1 | -29% | 28% | -4% | 6% | 4 | -5% | -3%
COc1ccc2c(c1)c(C(=O)N/N=C/c1ccccc1Cl)c(C)n2C | -1% | -0.9 | 6% | 3% | -3% | -4% | 0 | 7% | -10%
Cc1ccc(NC(=O)CCS(=O)(=O)c2cccc3nonc23)cc1 | 4% | -0.7 | 4% | -2% | -3% | -6% | -1 | 3% | -3%
CCOC(=O)c1sc2nc(CC(=O)OC)nc(NCCN(CC)CC)c2c1C | 0% | -0.5 | 0% | 0% | 21% | nt | 16 | -27% | -10%
O=C(c1ccc2c(c1)N(Cc1ccccc1)C(=O)CS2)N1CCOCC1 | 3% | 3.6 | -8% | 4% | -10% | 19% | nt | -6% | -12%
C=CCOc1ccc(C=CC(=O)c2c(O)c(OC)c(OC)c(OC)c2OC)cc1 | 13% | -6.2 | -11% | 18% | -8% | nt | 23 | -12% | -8%

7 entries from above, sorted by molar mass, descending.
SMILES | aSyn yeast inh | IL2 activator | WRN inhibitor | EPAC1 agonist | Abeta rescue | FUS suppressor | PI5P4Ka inh | EPAC1 antagonist | PLK1 PBD block
Cc1ccc(C)c(N2CCN(C(=O)Cc3c(C(=O)O)[nH]c4ccc(Cl)cc34)CC2)c1 | 1% | -2.6 | 1% | -9% | 12% | -9% | 2 | -28% | -27%
CCOC(=O)c1sc2nc(CC(=O)OC)nc(NCCN(CC)CC)c2c1C | 0% | -0.5 | 0% | 0% | 21% | nt | 16 | -27% | -10%
C=CCOc1ccc(C=CC(=O)c2c(O)c(OC)c(OC)c(OC)c2OC)cc1 | 13% | -6.2 | -11% | 18% | -8% | nt | 23 | -12% | -8%
COc1ccc(NC(=O)CSc2nnc(NC(=O)C3CC3)s2)cc1OC | 4% | -1.3 | -15% | -4% | -8% | nt | -4 | -6% | 6%
CC(=O)OCC1(O)CC23CCC4c5ccoc5CCC4(C)C2CCC1C3 (stereo unspecified) | 13% | 2.4 | -14%[11.6 µM] | -6% | -15% | 2% | -8 | -22% | ?
COc1ccc2c(c1)c(C(=O)N/N=C/c1ccccc1Cl)c(C)n2C | -1% | -0.9 | 6% | 3% | -3% | -4% | 0 | 7% | -10%
Cc1ccc(NC(=O)CCS(=O)(=O)c2cccc3nonc23)cc1 | 4% | -0.7 | 4% | -2% | -3% | -6% | -1 | 3% | -3%

Next section.
SMILES | aSyn yeast inh | IL2 activator | WRN inhibitor | EPAC1 agonist | Abeta rescue | FUS suppressor | PI5P4Ka inh | EPAC1 antagonist | PLK1 PBD block
COC1C(OC(=O)/C=C/C=C/C=C/C=C/C(=O)O)CCC2(CO2)C1C1(C)OC1CC=C(C)C (stereo unspecified) (tested in a mixture with another compound) | 17% | -1.8 | 5% | -9% | 3% | nt | -6 | 8% | -2%
CC(=O)/C(CN1CCCCC1)=N\O | 4% | -2.7 | -5%[57.1 µM] | 5% | 14% | -35% | nt | 2% | 6%
CCCn1c(C(Cc2ccccc2)NC(=O)COC)nc2ccccc21 (stereo unspecified) | 9% | 0.5 | 5% | -9% | 6% | -18% | 9 | -12% | -2%
CCOC(=O)c1[nH]c2cc3c(cc2c1NC(=O)CN1CCC2(CC1)OCCO2)OCO3 | ? | -1.2 | -8% | -6% | 18% | 8% | -4 | 6% | 1%
O=C(CC1S/C(=N\S(=O)(=O)c2ccccc2)N(c2ccccc2)C1=O)Nc1ccc(F)cc1 (stereo unspecified) | 8% | -0.8 | -4% | 6% | 1% | 18µM* | -5 | -27% | -4%
C=CCNCC(=O)Nc1ccccc1SCC(=O)Nc1ccsc1C(=O)OC | -13% | -1.7 | -6%[57.1 µM] | 3% | 7% | 9% | -1 | -1% | -9%
O=S(=O)(Nn1c(O)c(C=C2N=c3ccccc3=N2)sc1=S)c1ccccc1 | -6% | 0.7 | -15% | -9% | 27% | 5% | -16 | -17% | ?
Cc1ccc(N2CCN(S(=O)(=O)c3ccc4c(c3)NC(=O)C(C)C(=O)N4)CC2C)cc1 (stereo unspecified) | -4% | -2.7 | -4% | -7% | 7% | -5% | -13 | -3% | -7%
CC(NC(N)=O)C(=O)OCc1ccc(Cl)cc1Cl (stereo unspecified) | 1% | 1.9 | 3% | -1% | 0% | 4% | 6 | 1% | -20%
COc1ccc2c(c1)c(CC(=O)Nc1ccccc1OC)c(C)n2C(=O)c1ccc(Cl)cc1 | 0% | -2.6 | ? | 12% | 4% | 24% | 0 | 3% | -20%
CCOC(=O)c1oc2ccccc2c1CN1CCN(c2ccccc2)CC1 | 11% | 0.4 | -12% | 11% | -8% | ? | 7 | -5% | 2%
O=C(NCCCN1CCCC1=O)c1cccc(S(=O)(=O)Nc2ccccc2Cl)c1 | -3% | 1.0 | 10% | -20% | -1% | -19% | -5 | -2% | -2%
O=C(OC(C(=O)NCC1CCCO1)c1ccccn1)c1cccs1 (stereo unspecified) | 4% | 1.6 | -22% | 1% | 4% | ? | nt | 7% | -4%
CC(NC(=O)/C(=C\c1cccc([N+](=O)[O-])c1)NC(=O)c1ccco1)C(=O)O (stereo unspecified) | -2% | -0.7 | -3% | 0% | 0% | -5% | nt | -1% | -5%
CC(/C=N/NC(=O)c1sc(N)nc1C)=C\c1ccccc1 | 2% | -1.6 | -9% | -4% | 7% | 5% | 1 | -2% | 0%
Cc1cc(C(=O)NN)c2cc(Br)ccc2n1 | 5% | 0.1 | -2% | -3% | 8% | nt | 1 | -12% | 2%
CC(C)(C)[C@H]1C=C(C(=O)N2CCN(Cc3ccccc3)CC2)O[C@@H](OCc2ccc(CO)cc2)C1 | 6% | -0.4 | -1% | -11% | 16% | 6% | 3 | -18% | -20%
COC(=O)COc1cccc(NC(=O)C(c2ccccc2)c2ccccc2)c1 | 0% | -2.7 | 11% | 12% | 18% | 1% | -5 | -13% | -10%
CCc1ccccc1NC(=O)CCN1C(=O)C2CC=CCC2C1=O (stereo unspecified) | 0% | -1.2 | 0% | -3% | 4% | 17% | 0 | -5% | -3%
COc1ccc(NC(=O)Cn2c(CCC(=O)O)ccc2-c2ccccc2)cc1 | 0% | -0.1 | -6% | -11% | -11% | 18% | -3 | 2% | 4%
Cn1/c(=N\NC(=O)C2CCCCC2)sc2ccccc21 | -1% | -0.3 | -1% | 1% | 0% | -47%[inhibitor] | -7 | ? | -3%
Cn1c(SCc2ccccc2C#N)nnc1-c1ccncc1 | 2% | -0.4 | 10% | -2% | -5% | 25% | 3 | 8% | 4%
CCN(CC)C(=O)c1csc([C@H]2C[C@H](O)[C@@H](CO)O2)n1 | -3% | -0.9 | 2% | -11% | -7% | -30% | 5 | -1% | -11%

From PubChem BioAssay
